High-throughput results as filed in PubChem.
PrPC TRFRET: inhibitors of human cell surface prion protein PrPC | P04156 | AID 720596 | TR-FRET read-out | hit rate 0.43% among 370,000 | inhibition, % at 13.8 µM; in the data active = inhibition above about 24%; note: 0% = median of the test wells and 100% = reference compound wells
BoNT F protease: BoNT F light chain protease inhibition. Multiplex microsphere protease cleavage assay, flow cytometry. inhibition, % at 10 µM. hit rate 0.22% among 360,000; in the data active = inhibition above about 35%, passing the limit was not always enough; inconclusive = no clear call, values can overlap the other calls; note: plate controls were buffer without enzyme for full effect and enzyme alone for no effect
CCHFV vOTU inh: blocks the CCHF virus ovarian tumor domain protease; CCHFV vOTU protease, Pep-AMC fluorescence; inhibition, % at 11.5 µM; hit rate 0.55% among 370,000; AID 651958; in the data active = inhibition above about 30%; note: 0% = vehicle wells with enzyme and 100% = no enzyme wells
3CLpro inhibitor: SARS-CoV 3CLpro protease inhibition; P0C6X7; recombinant SARS-CoV 3CLpro, quenched FRET peptide cleavage; inhibition, % at 6 µM; hit rate 0.14% among 290,000; AID 1706; in the data active = inhibition above about 12%
VHR inh abs: blocks human VHR1 dual specificity phosphatase; inhibition, % at 13.3 µM; recombinant VHR phosphatase, pNPP absorbance; hit rate 0.52% among 290,000; P51452; in the data active = inhibition above about 50%; note: some compounds called inactive have numbers as strong as hits
Target sequence (P51452 whole entry, looked up): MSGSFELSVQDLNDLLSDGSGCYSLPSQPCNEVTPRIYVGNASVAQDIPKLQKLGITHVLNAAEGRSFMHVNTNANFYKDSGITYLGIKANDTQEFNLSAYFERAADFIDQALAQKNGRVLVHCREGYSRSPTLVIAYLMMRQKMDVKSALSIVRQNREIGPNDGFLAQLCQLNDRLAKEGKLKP
BoNT A protease: BoNT A light chain protease inhibition | inhibition, % at 10 µM | AID 588499 | hit rate 0.17% among 360,000 | multiplex microsphere protease substrate cleavage, flow cytometry; note: plate controls were buffer without enzyme for full effect and enzyme alone for no effect
Anthrax LF inh2: anthrax lethal factor protease inhibition; hit rate 0.12% among 360,000; multiplex microsphere protease cleavage assay, LF; inhibition, % at 10 µM; AID 588501; note: plate controls were buffer without enzyme for full effect and enzyme alone for no effect
Rv3671c protease: inhibitors of M. tuberculosis serine protease Rv3671c. P9WHR9. inhibition, % at 5.96 µM. hit rate 0.048% among 320,000; in the data active = inhibition above about 38%;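 note: extracellular domain of Rv3671c used as enzyme; 0% = enzyme with DMSO and 100% = no enzyme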
Target sequence (P9WHR9 whole entry, looked up, the tested form may be a part): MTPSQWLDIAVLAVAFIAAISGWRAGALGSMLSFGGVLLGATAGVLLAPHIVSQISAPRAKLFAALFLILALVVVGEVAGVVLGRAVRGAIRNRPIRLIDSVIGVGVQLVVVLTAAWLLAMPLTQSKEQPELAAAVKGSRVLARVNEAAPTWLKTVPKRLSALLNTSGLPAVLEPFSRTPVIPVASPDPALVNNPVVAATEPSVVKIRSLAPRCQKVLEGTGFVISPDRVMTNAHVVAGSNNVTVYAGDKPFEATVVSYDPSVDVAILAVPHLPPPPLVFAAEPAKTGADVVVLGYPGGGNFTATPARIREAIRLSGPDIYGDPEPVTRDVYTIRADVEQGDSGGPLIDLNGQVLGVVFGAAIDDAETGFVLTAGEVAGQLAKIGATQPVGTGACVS
MazEF act: activators of E. coli MazEF toxin-antitoxin RNase. AID 504720. hit rate 0.32% among 350,000. activation, % at 20 µM. FAM/BHQ RNA-DNA oligo cleavage fluorescence, 5 h. P0AE70; in the data active = activation above about 50%
Target sequence (P0AE70 whole entry, looked up): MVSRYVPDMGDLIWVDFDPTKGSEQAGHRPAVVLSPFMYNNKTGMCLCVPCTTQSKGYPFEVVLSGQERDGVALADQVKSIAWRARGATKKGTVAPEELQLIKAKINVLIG
PriA SSB inh: K. pneumoniae PriA-SSBct interaction inhibition. AlphaScreen SSBct-PriA binding, biotinylated peptide. inhibition, % at 33 µM. hit rate 0.6% among 430,000; in the data active = inhibition mostly above about 37%, no sharp cut-off; inactive = mostly below about 20%;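 note: plate controls were negative control peptide for no effect and reference peptide for full effect; strong numbers were not always called active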
Numbers without * were called inactive; ? = inconclusive; . = not tested or not shown; & = joins results of further samples. Cut-off read from the data, not from the text of the source, unless noted: active = inhibition above about 30%; inconclusive = no clear call, values can overlap the other calls; inactive = below that.

SMILES	PrPC TRFRET	BoNT F protease	CCHFV vOTU inh	3CLpro inhibitor	VHR inh abs	BoNT A protease	Anthrax LF inh2	Rv3671c protease	MazEF act	PriA SSB inh
CC(C)(C)NC(=O)Cc1ccc(S(=O)(=O)N2CCCC2)s1	3	-6	-3	0	13	2.1	6	-6	1	6
O=C(NNc1nc(-c2ccccc2)c2cc(Br)ccc2n1)c1ccc(S(=O)(=O)N2CCCCC2)cc1	-1	-9	7	-2	-2	-0.1	-1	-14	-6	-4
Cc1ccc(CNC(=O)C2CCN(S(=O)(=O)c3ccc4c(c3)CC(C)N4C(=O)C3CCC3)CC2)o1 (centres undefined)	-2	-8	15	-6	-15	-2.6	-2	2	6	6
CC(=O)N1CCN(c2ccc(NC(=O)c3ccccc3Br)cc2Cl)CC1	3	5	0	-3	43	0.5	0	4	4	4
CC(CN1CCCCC1)OC(=O)c1cc2ccccc2o1 (centres undefined)	0	-8	19	3	0	-0.2	-2	-11	-3	-6
CC(=O)Nc1cccc(-c2nc3ccccc3s2)c1C	4	-3	4	1	44	0.2	2	-13	8	1
O=S(=O)(NCC1CCN(Cc2ccccc2)CC1)c1ccccc1C(F)(F)F	-16	2	11	-9	30	0.8	-2	-6	-1	4
Cc1nonc1NC(=O)CSc1nc(CCC2CCCC2)nc2ccccc12	5	-4	-5	-1	0	0.1	-2	-13	8	-11
CCNC(=O)c1cc2c(c(-c3cccc(-c4cc5ccccc5o4)c3)n1)[C@H](CCO)N(C(=O)NC(C)C)C2	-6	-4	14	.	.	-0.4	-4	.	.	.
CC(C)N=C1CCCC1C(=S)SSC(=S)C1CCCC1=NC(C)C (centres undefined)	.	-6	.	.	.	-0.1	-1	.	1	.
O=C(O)C1CCCN1S(=O)(=O)c1ccc(Br)s1 (centres undefined) (tested in a mixture with another compound)	0	-20	11	-3	-1	-0.6	-1	11	6	.
CC(C)CNC(=O)c1ccccc1NC(=O)c1ccc(CSc2ccccc2)cc1	-5	-4	1	0	-15	0.2	-2	-90	8	-6
O=C(CNC(=O)c1ccc(F)cc1)c1ccc(Cl)cc1	10	-1	11	2	22	0.6	2	4	-17	2
CC(=O)NCC1=C(c2ccc3ccccc3c2)C[C@@H]2CC[C@H]1N2Cc1ccco1	3	1	5	.	.	-0.1	0	.	1	.
Cc1c(-c2ccccc2)c(=O)oc2ccc(O)cc12	1	0	-8	3	-6	-0.2	-3	-2	-21	-6
Nc1nc(-c2ccc(S(=O)(=O)N3CCCCC3)cc2)cs1	-3	-1	4	.	.	0.4	3	6	10	14
CC(C)C[C@H]1C(=O)N2CCC[C@H]2[C@]2(O)O[C@](NC(=O)[C@@H]3C=C4c5cccc6[nH]cc(c56)C[C@H]4N(C)C3)(C(C)C)C(=O)N12	.	-57	.	.	.	2.1	-37	-30	-223	-1
Cc1cccc(N2NC(=O)/C(=C/c3ccc(-c4ccc(Cl)c(C(=O)O)c4)o3)C2=O)c1	-8	-2	-6	4	-21	-1.0	-2	.	9	7
Cc1ccn(-c2cc(O)c(-n3ccc(C)n3)cc2O)n1	-1	2	0	-5	14	0.7	-1	4	-1	-10
CCOc1ccc(CNC(=O)CCC(=O)n2nc(C)c3ccccc32)cc1	-2	-5	13	3	2	-1.4	-3	4	1	0
CC(C)(C)C(=O)Nc1ccccc1C(=O)NCc1ccco1	0	-10	-3	4	-3	-0.2	-2	4	0	0
Cc1nn(C)c(C)c1CN(C)C(=O)C1CCC(=O)N(C2CCCCCC2)C1 (centres undefined)	1	-6	-8	1	31	0.0	-1	4	-4	-10
CCOC(=O)c1c(C)[nH]c(C(=O)CSc2nnc(-c3ccncc3)n2CC)c1C	2	-1	13	0	16	1.2	4	-16	5	2
CCN(CC(=O)Nc1ccc(NC(C)=O)cc1)C(=O)CSc1ncnc2sc(C)c(C)c12	-4	-8	-3	.	.	-5.1	-6	-4	-9	-2
CCn1c(=O)c(=O)[nH]c2cc(C(=O)NC(C)c3ccc(S(N)(=O)=O)cc3)ccc21 (centres undefined)	0	-12	3	-9	0	0.0	2	-21	7	-13
COC(=O)C1=C(NC(C)=O)CCS1	0	1	8	-5	24	-0.5	0	-3	-4	2
CN(C(=O)CCc1nnc(CCCCc2ccccc2)o1)C1CCOCC1	8	-4	8	5	-6	0.6	-1	-8	2	0
Cc1nn(-c2ccc(N3CCCCC3)nn2)c(C)c1CCC(=O)Nc1ccccc1F	6	-6	1	2	-12	-0.9	-2	4	6	-10
Cc1cc(O)c(C=Nc2ccc(Cl)cn2)c(=O)o1	3	-14	12	-3	15	-0.8	-2	-2	-22	-15
CN(CC(=O)Nc1ccccc1C(=O)NC1CC1)Cc1ccco1	-8	2	-11	.	.	-0.7	9	-10	-3	-1
COc1cc(NS(=O)(=O)c2ccc(N/C=C\C(=O)c3ccc(OC)c(OC)c3)cc2)nc(OC)n1	-11	1	-9	-6	8	-0.9	-1	-3	-12	-22
CN(C(=O)COC(=O)C12CC3CC(CC(Cl)(C3)C1)C2)c1ccccc1	-4	-3	-9	.	.	0.0	-3	-8	-14	-13
CCN(C[C@H]1N[C@@](C)(C(=O)OC)[C@H]2C(=O)N(C)C(=O)[C@@H]12)S(=O)(=O)c1ccc(OC)cc1	-2	-4	-4	.	.	-0.8	-16	5	0	-5
NC(=S)NN=Cc1nccc2c(C(F)(F)F)cccc12	16	-1	19	.	.	0.3	-1	.	3	.
CCOc1ccc2[nH]c(C(=O)N/N=C/c3ccccc3OC)cc2c1	10	10	13	0	10	0.6	7	-33	6	.
CCO[C@@H]1OC(C(=O)Nc2ccccc2)=C[C@H](c2ccc(C(F)(F)F)cc2)[C@H]1CCCO	1	3	9	7	3	-0.3	3	-12	3	6
Cc1ccc(NC(=O)CN2C(=O)NC(C)(c3ccc(Cl)cc3)C2=O)c(Br)c1 (centres undefined)	3	-7	7	4	36	-1.2	4	2	14	-1
CCCNC(=O)Nc1nnc(C2CC2)s1	-7	-1	-10	2	13	0.5	-3	-3	8	-13
CCC(=O)N1c2ccc(S(=O)(=O)CCC(=O)NCc3cccs3)cc2CC1C (centres undefined)	2	23	-16	1	21	2.5	8	0	1	4
CC(C)(C)c1ccc(C(=O)Nc2ccc(NC(=O)C(=O)O)cc2)o1	3	-1	18	1	4	-0.3	-7	0	3	-10
Cc1ccc(C(=O)CN(C(=O)c2ccc(Cl)c(Cl)c2)N2C(=O)C3CCCCC3C2=O)cc1C (centres undefined)	-5	-3	0	6	8	?	0	3	2	-10
CN(C)C(=O)CCc1nc(-c2ccc(C(C)(C)C)cc2)no1	7	-1	8	-2	2	0.1	-2	-1	-13	-16
COc1ccccc1OCC(=O)NC1CC(C)(C)NC(C)(C)C1	1	22	2	1	31	-4.3	2	-5	12	-22
CCOc1ccc(-c2nc(-c3ccc(OC)cc3)no2)cc1OCC	-1	-4	-5	-7	30	1.0	-8	-6	-2	-14
COc1ccc(C2C(C(=O)c3ccc(C)o3)=C(O)C(=O)N2Cc2cccnc2)cc1OC (centres undefined)	2	7	13	2	-22	-0.2	-2	0	0	-17
Cc1ccc(S(=O)(=O)CCC(=O)OCC(=O)NC(C)c2ccccc2)cc1 (centres undefined)	0	5	-13	.	.	-0.1	-10	5	0	-4
N/C(=N\OC(=O)Cc1cccs1)c1ccc(Br)cc1	-3	-5	-1	3	-7	0.3	0	-3	-1	.
COc1ccc(S(=O)(=O)Nc2c(NC3CCCCC3)c3ccccc3oc2=O)cc1OC	2	1	2	1	-6	-1.4	1	11	13	3
CCOC(=O)C1c2cccc(O)c2CCN1C(C)=O (centres undefined)	4	1	9	.	.	0.2	-3	.	6	.
O=C(CSc1nnc(-c2ccncc2)o1)N1CCCCCC1	3	10	-3	-2	4	-1.2	-5	.	14	-4&-12
COc1ccc(NS(=O)(=O)c2cccc(C(=O)NCC3CCCO3)c2)cc1 (centres undefined)	2	.	7	.	.	.	.	-2	9	-19
CCOc1ccc(NC(=O)CCCc2cc(-c3ccc(OCC)cc3)on2)cc1	2	-1	8	-1	-4	-0.2	-1	-4	-5	-12
O=C(NCc1cccnc1)C1CC(c2ccccc2Cl)=NO1 (centres undefined)	-3	?	-13	8	-23	-2.2	-4	5	-15	-9
CCCn1c(N)c(Sc2ccc(Cl)cc2)c(=O)n(CCC)c1=O	12	-1	-10	-4	-1	0.0	1	-4	6	-27
Cc1ccc(-c2nc(CN(C)Cc3cccc4cnccc34)c(C)o2)s1	3	1	3	-1	8	-0.2	-1	-14	1	-3
COc1ccccc1CC(=O)N1CCC(n2nccc2NC(=O)C2CCOC2)CC1 (centres undefined)	-3	-3	-6	-1	2	-4.9	-2	0	7	0
O=C1c2ccccc2NC(c2cccs2)N1O (centres undefined)	0	2	18	.	.	-2.1	1	.	1	-14
Fc1ccc(-c2nc3ccc(Cl)cn3c2Cc2ccccc2)cc1	-7	-6	2	.	.	0.2	-2	.	-12	.
N#Cc1c(-c2ccncc2)cc(-c2ccc(F)cc2)nc1N	-6	13	-220	1	13	-0.2	4	-2	-5	-3
Cc1cc(Br)ccc1NCc1ccccn1	-7	-16	-8	4	9	-7.4	-12	3	-7	11
Remaining list, next part:
SMILES	PrPC TRFRET	BoNT F protease	CCHFV vOTU inh	3CLpro inhibitor	VHR inh abs	BoNT A protease	Anthrax LF inh2	Rv3671c protease	MazEF act	PriA SSB inh
COc1ccc(NC(=O)CN(C2CCCCC2)S(C)(=O)=O)cc1OC	-4	19	7	-2	10	1.5	3	0	0	-7
Cc1cc(C)c2c(=O)c(C#N)coc2c1	6	6	-4	0	-5	0.1	0	-13	1	-12
CCC1=NN(C(=O)C(=O)Nc2ccc(Br)cc2)C(O)(C(F)(F)F)C1 (centres undefined)	12	1	16	0	8	-0.8	8	1	-13	3
O=C(NCc1cccnc1)C(=O)NCC1CCCO1 (centres undefined)	4	-5	-12	4	6	0.0	1	-2	-1	-11
COCCOC(=O)c1c(C)n(C)c2ccc(OC(=O)C3CC3)cc12	5	-1	-5	-7	-12	-1.0	-10	-6	-2	-12
CCNC(=S)Nc1ccc2c(c1)c(=O)n(C)n2Cc1ccc(Cl)cc1	2	-2	-113	.	.	-0.2	-6	.	.	.
O=C(O)C1CCN(S(=O)(=O)c2cccc3nsnc23)CC1	-25	2	23	3	-9	1.7	2	-4	5	5
O=C(CCN1C(=O)C2C3CCC(C3)C2C1=O)OCC(=O)c1ccc(Br)cc1 (centres undefined)	10	-8	6	1	11	-1.8	2	-8	-5	-5
COc1ccc(NC(=O)c2cc(Br)ccc2Cl)c(OC)c1	-3	-12	-3	3	-4	-1.0	-2	-1	5	-23
CCCCn1c(SCC(=O)NCc2ccco2)nc2ccc(N3CCOCC3)cc2c1=O	2	-9	-13	0	-2	-7.2	-2	3	-2	2
Cc1cccc(-n2c(O)cnc2Nc2nc(C)cc(C)n2)c1	9	-2	-4	-2	23	0.0	-8	-1	6	0
COc1ccc(/C=C/C(=O)c2ccc3c4c(cccc24)CC3)cc1	-9	3	2	3	-9	2.3	2	-20	-32	-1

Filtered by structure: the compounds so far with a tert-butyl group
SMILES	PrPC TRFRET	BoNT F protease	CCHFV vOTU inh	3CLpro inhibitor	VHR inh abs	BoNT A protease	Anthrax LF inh2	Rv3671c protease	MazEF act	PriA SSB inh
CC(C)(C)NC(=O)Cc1ccc(S(=O)(=O)N2CCCC2)s1	3	-6	-3	0	13	2.1	6	-6	1	6
CC(C)(C)C(=O)Nc1ccccc1C(=O)NCc1ccco1	0	-10	-3	4	-3	-0.2	-2	4	0	0
CC(C)(C)c1ccc(C(=O)Nc2ccc(NC(=O)C(=O)O)cc2)o1	3	-1	18	1	4	-0.3	-7	0	3	-10
CN(C)C(=O)CCc1nc(-c2ccc(C(C)(C)C)cc2)no1	7	-1	8	-2	2	0.1	-2	-1	-13	-16

Not all compounds are listed. The share of hits here may be higher or lower than overall.
